LMP1 NFkB inh: reduces LMP1-driven NF-kappaB luciferase signal; LMP1-induced NF-kappaB luciferase reporter cells, luminescence; inhibition, % at 12.5 µM; 350,000 tested, 0.69% active; in the data active means inhibition above about 41%;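 further: 0% = neutral control wells and 100% = reference inhibitor control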
NR5A2 inv ag: suppresses constitutive activity of human LRH-1; O00482; HEK293T StAR-luciferase reporter, LRH-1 transfected, 24 h; inhibition, % at 3.6 µM; 360,000 tested, 0.13% active; AID 602396;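 active means inhibition above the mean inhibition of all tested compounds plus 3 SD, cut at about 73% in these data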;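 further: 0% = DMSO wells and 100% = reporter-only cells lacking LRH-1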
Target sequence (O00482 whole entry, looked up): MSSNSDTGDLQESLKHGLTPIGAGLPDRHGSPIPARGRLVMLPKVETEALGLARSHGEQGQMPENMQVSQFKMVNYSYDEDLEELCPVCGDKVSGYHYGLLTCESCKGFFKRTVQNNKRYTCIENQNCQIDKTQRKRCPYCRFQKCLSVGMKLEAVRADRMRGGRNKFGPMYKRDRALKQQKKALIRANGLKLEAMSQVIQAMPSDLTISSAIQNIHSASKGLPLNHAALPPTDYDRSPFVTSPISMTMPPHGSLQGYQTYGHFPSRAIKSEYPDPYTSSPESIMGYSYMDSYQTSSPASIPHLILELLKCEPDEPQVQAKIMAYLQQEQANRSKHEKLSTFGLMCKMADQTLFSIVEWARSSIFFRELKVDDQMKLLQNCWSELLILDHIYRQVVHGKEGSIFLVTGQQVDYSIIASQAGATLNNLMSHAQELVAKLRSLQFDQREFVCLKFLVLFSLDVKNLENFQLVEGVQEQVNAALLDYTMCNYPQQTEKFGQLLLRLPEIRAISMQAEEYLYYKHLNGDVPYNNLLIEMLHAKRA
TLR9-MyD88 inh: TLR9-MyD88 interaction inhibition | 340,000 tested, 0.21% active | Q9NR96+Q99836 | inhibition, % at 4.98 µM | CHO BLA complementation TLR9-MyD88, CCF4 FRET ratio;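 active means inhibition above the mean over all tested compounds plus 3 SD, cut at about 21% in these data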;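 further: 0% = DMSO only wells and 100% = clavulanate BLA inhibitor control wells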
SRC1 inh: inhibitors of human steroid receptor coactivator 1 (SRC1); HEK293 GAL4-SRC1 luciferase reporter, luminescence; inhibition, % at 3.6 µM; 360,000 tested, 0.12% active; AID 588354;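 active means inhibition above the campaign mean plus 3 SD, with each screening campaign given its own cutoff, cut at about 60% in these data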;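 further: 0% = DMSO treated cells and 100% = gossypol at 36 µM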
SRC2 inh: inhibits human steroid receptor coactivator 2; AID 651957; Q15596; inhibition, % at 9 µM; 370,000 tested, 0.17% active; HEK293 GAL4-SRC2 luciferase reporter, luminescence;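 active means inhibition above the mean inhibition of all tested compounds plus 3 SD, set per campaign, cut at about 52% in these data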;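 further: 0% = DMSO treated cells and 100% = cells given Gossypol at 36 µM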
TRAIL sens C8: sensitizes caspase-8 expressing cells to TRAIL. NB7+C8 cells + TRAIL, ATPlite viability luminescence. inhibition (viability loss, TRAIL sensitization), % at 10 µM. 360,000 tested, 1% active;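 active means compounds causing at least 50% loss of cell viability in the single-dose screen, relative to plate controls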
TROY NFkB inh: blocks TROY-dependent signaling in reporter cells | Q293 LMP1-TROYcd NF-kB luciferase reporter, 4 h | inhibition, % at 10 µM | 360,000 tested, 0.98% active | AID 1347056;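 active means compounds whose plate-normalised and pattern-corrected inhibition of the luciferase reporter signal at the single screening dose is 50% or more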
TWEAK-Fn14 inh: blocks TWEAK-Fn14 interaction in a reporter cell assay | TWEAK-stimulated Fn14 reporter cells, luciferase luminescence, 8 h | inhibition, % at 10 µM | 360,000 tested, 2% active | AID 1159606; in the data active means inhibition above about 50%
NOD2 RIPK2 PPI: inhibitors of human NOD2-RIPK2 interaction | O43353 | CHO BLA complementation NOD2-RIPK2, CCF4 ratio | inhibition, % at 4.98 µM | 360,000 tested, 0.38% active | AID 624267; in the data active means inhibition above about 21%;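 further: 0% = vehicle only and 100% = reference blocker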
Target sequence (O43353 whole entry, looked up): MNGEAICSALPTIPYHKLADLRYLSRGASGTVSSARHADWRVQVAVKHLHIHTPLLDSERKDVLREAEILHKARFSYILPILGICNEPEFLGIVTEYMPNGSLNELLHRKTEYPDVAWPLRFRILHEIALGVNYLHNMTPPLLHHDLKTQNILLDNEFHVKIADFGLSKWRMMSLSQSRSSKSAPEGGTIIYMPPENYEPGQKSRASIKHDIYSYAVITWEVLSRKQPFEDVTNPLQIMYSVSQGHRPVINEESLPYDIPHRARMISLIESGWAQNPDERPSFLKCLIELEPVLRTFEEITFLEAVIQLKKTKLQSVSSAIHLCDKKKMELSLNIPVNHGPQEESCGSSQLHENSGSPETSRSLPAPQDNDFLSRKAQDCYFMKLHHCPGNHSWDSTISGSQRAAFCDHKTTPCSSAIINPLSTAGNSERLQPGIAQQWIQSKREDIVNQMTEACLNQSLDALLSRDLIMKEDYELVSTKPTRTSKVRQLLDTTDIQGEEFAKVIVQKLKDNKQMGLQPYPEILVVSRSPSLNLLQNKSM
NCOA3 inh: human NCOA3 inhibition. Q9Y6Q9. HEK293 GAL4-SRC3 luciferase reporter, luminescence. inhibition, % at 3.6 µM. 360,000 tested, 0.17% active. AID 588352;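 active means inhibition above a per-campaign cutoff, the mean of all compounds plus 3 SD, cut at about 60% in these data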;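 further: 0% = DMSO-treated cells and 100% = gossypol-treated cells at 36 µM; higher means less SRC3-driven luciferase light from the GAL4 reporter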
NR2F2 inh: blocks human COUP-TFII nuclear receptor. P24468. HEK293T NGFI-A luciferase reporter, luminescence. inhibition, % at 8.6 µM. 370,000 tested, 0.7% active;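 active means inhibition above a per-plate cutoff, mean inhibition of test wells between control levels plus 3 SD, cut at about 38% in these data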;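 further: cells cotransfected with COUP-TFII expression vector driving the NGFI-A reporter; 0% = median of COUP-TF2 test wells and 100% = reporter-only cells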
* hit, by the source's call; . = not tested or not shown. Only part of the results is shown; the hit share may differ from the screen's.

SMILES	LMP1 NFkB inh	NR5A2 inv ag	TLR9-MyD88 inh	SRC1 inh	SRC2 inh	TRAIL sens C8	TROY NFkB inh	TWEAK-Fn14 inh	NOD2 RIPK2 PPI	NCOA3 inh	NR2F2 inh
O=C(NC(Cc1ccc2c(c1)OCO2)C(=O)N1CCCC1C(=O)O)c1ccccc1 (centres undefined)	3	5	-6	13	-19	-6	-5	-3	-7	15	5
CN(CC(=O)Nc1ccc(Cl)cc1)C(=O)c1ccc(-n2cncn2)c([N+](=O)[O-])c1	-1	6	5	-20	1	7	-3	12	6	-2	-12
O=C(Nc1ccc(OC(F)(F)F)cc1)C1CC(=O)N(Cc2ccco2)C1 (centres undefined)	2	-10	-3	-1	-10	4	5	-24	-6	2	-10
COc1ccc(CCN2CC(C(=O)Nc3nccs3)CC2=O)cc1OC (centres undefined)	-6	3	-7	-15	7	10	-13	16	2	-4	-11
Cc1ccccc1NC(=S)NCCc1ccccc1	-1	-6	-1	-6	17	9	-18	6	-7	10	2
O=C(NCc1ccc(F)cc1)C1CCCN1S(=O)(=O)c1ccc(F)cc1 (centres undefined)	-7	1	-2	-4	-10	-9	4	-7	-1	-10	-4
COc1ccc(NC(=O)C(c2ccc(OC)cc2)N(C)C(=O)Cc2cccs2)cc1 (centres undefined)	2	-2	-6	12	-11	-5	-24	9	2	11	8
C[C@H](CO)N1C[C@H](C)[C@@H](CN(C)C(=O)Nc2ccc3c(c2)OCO3)Oc2c(NC(=O)C3CCCCC3)cccc2C1=O	3	-7	0	-9	-14	-6	-5	3	12	23	-4
O=C(CN1CCCCC1)Nc1ccccc1Oc1ccccc1	3	10	-5	23	-7	-4	1	-1	3	13	14
COc1cccc(N2[C@@H](CC(=O)O)c3ccc(/C=C/C(=O)O)cc3S2(=O)=O)c1	-6	14	4	-8	13	3	-15	-1	-14	-3	-4
Cc1nc(C)n(C(C)CNS(=O)(=O)c2ccc(C)c(C)c2)n1 (centres undefined)	-6	8	2	-3	1	-25	-13	9	-13	12	-19
C=CC[C@@H](Cc1ccc(F)cc1)C(=O)OC[C@H]1CCCN1C(=O)[C@H](CC=C)CC(=O)N(CCO)Cc1ccccc1	9	18	0	4	14	6	2	21	13	-6	2
CCCCOc1ncnc2c1[nH]c1ccccc12	23	12	-3	-6	-8	24	-5	27	2	10	49*
CNc1ccc(C(=O)OCC(=O)NC(=O)NC2CCCCC2)cc1[N+](=O)[O-]	3	-21	-6	-5	14	-7	5	-4	-2	-30	13
CCSc1ccc([C@@H]2[C@H]3C(=O)N(C)C(=O)[C@H]3[C@]3(C(=O)OC)CCCCN23)cc1OC	5	-16	4	1	-5	-5	17	4	3	-9	24
CCC(CO)NC(=O)c1cc2c(s1)CCC2 (centres undefined)	2	5	3	-11	-9	7	-3	-2	-2	-9	-10
C#CCOCCOCCOCCNc1nc(N2CCN(C(=O)[C@H](CCCCN)n3cc(CN)nn3)CC2)nc(N2CCN(C(=O)[C@H](CC(N)=O)n3cc(C(N)[C@H](C)CC)nn3)CC2)n1 (some centres undefined)	4	4	-5	-11	-23	-7	0	13	-5	-4	18
O=C(c1cc2c(s1)CCCC2)N1CCN(S(=O)(=O)c2ccccc2)CC1	-12	2	-3	-29	-19	12	-3	4	10	20	-9
CC(OC(=O)c1cccs1)C(=O)NC1CC1 (centres undefined)	-3	-14	1	-30	6	-11	-17	7	0	-3	-7
C=CCNc1nc(Cl)nc(Nc2cc(Cl)ccc2OC)n1	8	-1	-3	-10	-16	-14	13	-48	6	3	-5
COc1ccc(CN(C(=O)c2snc(C(N)=O)c2N)C(C(=O)NC2CCCC2)c2ccc(OC)c(OC)c2)cc1 (centres undefined)	6	12	0	-17	-12	14	-9	45	2	3	10
Nc1c(N(Cc2ccco2)C(=O)c2cccc(F)c2)c(=O)[nH]c(=O)n1Cc1ccccc1	0	6	3	5	21	-20	-11	-4	2	-7	-4
O=C(NCC(O)c1ccc([N+](=O)[O-])cc1)C1CCCCC1 (centres undefined)	7	0	2	-12	-3	-1	0	4	5	4	10
Cc1nn(C)c(C)c1S(=O)(=O)NCc1cccs1	-3	4	-1	-7	-20	-8	4	11	-3	-11	3
COc1ccccc1NC(=O)Cc1ccc(-c2ccccc2)cc1	-3	-32	8	-15	-4	0	-34	-16	-4	-8	-6
Cc1ccc(-c2nc(N)n(C(=O)c3cccs3)n2)cc1	-12	14	1	5	.	-6	-5	-12	5	-6	.
O=C(OCC(=O)N(CCc1ccccc1)Cc1ccccc1)c1ccccc1O	2	-11	-3	1	16	15	13	-4	-13	10	19
O=C(COc1ccccc1)N1c2ccccc2Sc2ccccc21	-11	24	-4	5	3	-10	-11	5	2	29	-7
Cc1nc(C)c(-c2nnc(-c3cccc(S(=O)(=O)N(C)C)c3)o2)cc1C(=O)NN	.	14	11	-10	14	2	22	2	0	-9	5
CC(=O)Nc1cccc(NC(=O)Nc2cccc(F)c2)c1	0	9	-9	-17	-25	0	-8	-14	15	-8	-10
Cc1cc(=O)[nH]c(SCC(=O)N2CCN(C(=O)c3ccco3)CC2)n1	-1	-3	1	11	-11	-16	-15	-4	5	18	16
NC(=O)N/N=C/c1ccc(-c2cccc(C(F)(F)F)c2)o1	-4	1	9	-34	-23	-9	-5	-9	-5	-43	-19
CCCC(=O)OCC(=O)Nc1cc(C(C)(C)C)nn1-c1ccccc1	0	-5	10	10	3	-1	-5	2	-3	19	-1
Cc1cc(=O)oc2c(C)c(OCC(=O)NC3CC(C)(C)NC(C)(C)C3)ccc12	-11	45	-4	-4	0	-9	-15	-17	-2	-14	-29
COc1ccc(Cl)cc1C1=NOC2(CCC2)C(=O)N1Cc1ccc(NC(C)=O)cc1	.	15	.	-10	3	-5	-6	12	-2	10	4
CC(=O)Nc1ccc(-c2csc(NNC(=O)c3ccccc3)n2)cc1	-9	-7	-10	-19	3	-3	-57	-25	-4	-5	1

Arranged by formula weight (largest number first): part of the list above.
SMILES	LMP1 NFkB inh	NR5A2 inv ag	TLR9-MyD88 inh	SRC1 inh	SRC2 inh	TRAIL sens C8	TROY NFkB inh	TWEAK-Fn14 inh	NOD2 RIPK2 PPI	NCOA3 inh	NR2F2 inh
Cc1cc(=O)oc2c(C)c(OCC(=O)NC3CC(C)(C)NC(C)(C)C3)ccc12	-11	45	-4	-4	0	-9	-15	-17	-2	-14	-29
O=C(COc1ccccc1)N1c2ccccc2Sc2ccccc21	-11	24	-4	5	3	-10	-11	5	2	29	-7
CC(=O)Nc1cccc(NC(=O)Nc2cccc(F)c2)c1	0	9	-9	-17	-25	0	-8	-14	15	-8	-10

(list continues)
SMILES	LMP1 NFkB inh	NR5A2 inv ag	TLR9-MyD88 inh	SRC1 inh	SRC2 inh	TRAIL sens C8	TROY NFkB inh	TWEAK-Fn14 inh	NOD2 RIPK2 PPI	NCOA3 inh	NR2F2 inh
CCCCN(CC)C(=O)c1cccc(Cl)c1	1	-6	0	7	0	-8	6	0	-2	-8	7
CC(C)(C)NC(=O)C(c1ccccc1)N(C(=O)c1ccco1)C1CC1 (centres undefined)	-3	-9	-6	8	0	-10	11	-8	1	14	-14
COCC(=O)Nc1cc(C(=O)Nc2ccccc2C)ccc1Cl	0	4	-3	1	10	6	-10	-8	-8	5	13
Cc1ccc(S(=O)(=O)N2CC=C(C(=O)NCc3ccc(F)cc3)CC2)cc1	4	9	3	6	-13	16	-4	-7	-1	-1	1
COP(=O)(OC)c1nc(-c2ccc(C)cc2)oc1N1CCCCC1	0	-33	-2	8	24	-32	-15	-12	5	1	18
CC(=O)c1ccc2c(c1)OCCOCCOc1ccc(C(C)=O)cc1OCCOCCO2	-4	14	2	1	-13	-4	-5	-10	1	17	-25
COc1ccccc1-n1c(C)c(C(C)=O)c2cc(O)ccc21	13	3	-9	-8	-7	-6	-1	6	-8	-4	8
COc1ccccc1CNC(=O)COc1ccc(C)cc1	-8	-2	-13	3	6	-4	18	-6	8	-4	8
CC(=O)N(c1ccccc1Cl)S(=O)(=O)c1ccc(Cl)cc1	5	2	9	12	-12	-7	18	4	0	11	7
COc1ccccc1N1CC(C(=O)Nc2nnc(SC)s2)CC1=O (centres undefined)	4	13	-6	-7	6	-4	9	-1	-3	9	18
CCOC(=O)N1CCN(C(=O)C2CCCN(c3nc4ccc(OCC)cc4s3)C2)CC1 (centres undefined)	-7	3	-10	-20	-8	10	-4	-15	-10	-11	-5
CC(NS(=O)(=O)c1ccc(OCC(=O)NCc2ccccn2)cc1)c1ccccc1 (centres undefined)	-5	3	-10	-1	-8	2	-9	26	-1	15	-15
Cc1cccc(CN2CCN(C3CN(Cc4cn(Cc5cccc(C(F)(F)F)c5)nn4)S(=O)(=O)C3)CC2)c1 (centres undefined)	.	17	.	.	6	-3	14	12	8	.	16
Cc1ccc2nc(Cl)cc(=O)n2c1	2	-13	-19	-9	-4	7	3	10	2	-1	5
Cc1cc2cc(CCNC(=O)CC(C)(C)C)c(=O)[nH]c2cc1C	-7	-3	-3	-23	-22	-2	-19	5	-2	-13	-9
O=C1NCCN/C1=C\C(=O)c1ccc(F)cc1	-6	-22	8	-61	-21	6	-44	-12	8	-30	-21
COc1ccc(-n2cc(-c3ccc(OC(F)F)cc3)[n+]3c2CCCCC3)cc1	8	22	-3	15	15	30	-12	-5	-12	22	10
Cc1nn(-c2ccccc2)c2sc(C(=O)O)cc12	5	5	9	-1	4	-7	-10	-2	-13	9	-19
Cc1nnc(SCC(=O)Nc2nccs2)n1C(C)C	4	1	-2	-5	-6	-5	-10	-3	-15	17	-7
CC(=O)c1cccc(NC(=O)CCc2nnc3ccc(NCc4ccc5c(c4)OCO5)nn23)c1	0	0	-2	1	-31	-19	-10	10	4	-35	4
COc1cccc(/C=C/C(=O)OCC(=O)NC2CC2)c1OC	-4	-23	-8	8	-2	-9	-21	-23	0	1	-11
C#CCOc1ccc(CNC[C@H]2O[C@@H](n3ccc(=O)[nH]c3=O)[C@H](O)[C@@H]2O)cc1	.	11	.	0	-22	-3	13	6	-4	-1	5
O=c1cc(-c2ccccc2)oc2ccc(O)cc12	-14	-108	6	-103	-79	16	-6	-14	-4	-56	-30
COc1cc(OC)cc(C(=O)NC2CC3CCC(C2)N3Cc2ccco2)c1 (centres undefined)	-4	-1	0	7	0	-13	18	-7	1	-4	-21
c1coc(-c2nc3c([nH]2)CCc2nonc2-3)c1	2	-23	2	-47	9	-1	-5	3	-4	0	-8
C/C(=N/NC(=O)c1ccc(Br)s1)c1cccnc1	-2	-20	-14	3	-17	24	-28	-55	-9	-31	-7
CCOC(=O)C1(Cc2ccccc2Cl)CCN(Cc2csc(C(C)=O)c2)CC1	-2	-12	-6	3	8	10	25	5	-1	3	10
CCNc1ccc(C(=O)OCC)cc1NC(=O)c1cccc(S(=O)(=O)N(C)c2ccccc2)c1	1	-5	2	1	3	-2	4	36	-1	6	18
CCCCn1cnc2cc(NCc3ccncc3)ccc21	4	0	9	-15	-6	11	2	-1	13	4	10
Cc1nc(N)nc(N/N=C/c2c(F)cccc2Cl)n1	-2	-11	2	0	-17	11	-18	-8	-2	-6	14
O=c1oc2ccccc2cc1-c1csc(NN=C2CCCC2)n1	-5	-54	6	-29	-37	2	26	-3	3	-11	-41
CC(C)(C)[C@@H]1C=C(C(=O)NC2CC2)O[C@H](OCc2ccc(CO)cc2)C1	7	13	-1	9	1	-3	-9	-19	9	10	-22
Cc1cccc(C(=O)Nc2onc(C)c2C#N)c1	-10	1	5	-7	4	8	-30	15	3	-16	5
